# GPR151 activ: activates the human receptor GPR151 | 650,000 tested, 1% active | PathHunter beta-arrestin GPR151 cells, luminescence | activation, % at 11.2 µM; in the data active means activation above about 4.9%;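 further: 0% = median of compound wells and 100% = cells with positive control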
# Target sequence (Q8TDV0 whole entry, looked up): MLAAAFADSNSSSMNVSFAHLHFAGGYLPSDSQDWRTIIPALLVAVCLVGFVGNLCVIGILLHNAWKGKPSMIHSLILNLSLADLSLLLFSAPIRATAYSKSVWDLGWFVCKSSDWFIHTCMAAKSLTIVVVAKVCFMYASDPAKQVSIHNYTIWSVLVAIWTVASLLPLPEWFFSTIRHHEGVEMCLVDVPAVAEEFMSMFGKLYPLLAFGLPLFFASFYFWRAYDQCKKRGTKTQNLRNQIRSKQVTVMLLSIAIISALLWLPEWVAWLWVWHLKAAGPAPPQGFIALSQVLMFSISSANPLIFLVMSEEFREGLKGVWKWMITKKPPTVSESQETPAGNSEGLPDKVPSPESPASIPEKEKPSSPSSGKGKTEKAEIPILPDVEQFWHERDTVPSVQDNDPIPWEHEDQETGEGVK
# TEAD-YAP block: TEAD-YAP interaction inhibition; inhibition, % at 9.12 µM; 640,000 tested, 1.4% active; HEK-TIYL cells, TEAD-Gal4/YAP UAS-luciferase luminescence; AID 1259422; in the data active means inhibition above about 32%;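 further: 0% = median of test compound wells and 100% = reference inhibitor wells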
# MITF inh: inhibitors of human MITF; O75030; AlphaScreen MITF homodimerization, bead proximity signal; inhibition, % at 2.6 µM; 650,000 tested, 0.91% active; AID 1259374; in the data active means inhibition above about 50%;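 further: 0% = vehicle wells with protein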
# Target sequence (O75030 whole entry, looked up): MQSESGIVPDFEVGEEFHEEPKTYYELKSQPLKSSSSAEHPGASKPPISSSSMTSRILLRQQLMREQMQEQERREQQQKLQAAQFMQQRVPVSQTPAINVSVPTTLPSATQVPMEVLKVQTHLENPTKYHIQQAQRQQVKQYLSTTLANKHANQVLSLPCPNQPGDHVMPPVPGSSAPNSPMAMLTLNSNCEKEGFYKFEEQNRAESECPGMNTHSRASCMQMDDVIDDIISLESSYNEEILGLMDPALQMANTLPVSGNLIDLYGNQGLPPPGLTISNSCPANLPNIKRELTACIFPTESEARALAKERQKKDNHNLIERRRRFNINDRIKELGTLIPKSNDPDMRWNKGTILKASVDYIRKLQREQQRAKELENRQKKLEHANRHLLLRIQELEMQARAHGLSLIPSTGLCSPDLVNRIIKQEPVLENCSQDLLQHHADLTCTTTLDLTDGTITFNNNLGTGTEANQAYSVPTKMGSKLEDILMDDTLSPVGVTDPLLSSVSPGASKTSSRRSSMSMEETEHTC
# FBW7 act: human FBW7 E3 ligase activation, primary screen. Q969H0. AlphaScreen FBW7–phospho-cyclin E peptide binding, activator screen. normalized activity (activation), % at 26.1 µM. 650,000 tested, 0.13% active; in the data active means normalized activity above about 1.9%;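 further: purified mutant Fbw7 with reduced substrate affinity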
# * hit, by the source's call. Random draw from the library, and some 3.5% of all compounds hit somewhere here.
SMILES,GPR151 activ,TEAD-YAP block,MITF inh,FBW7 act
COCCCn1c(C)c(C)n2c3c(=O)n(C)c(=O)n(C)c3nc12,-1.8,16,16,0.1
O=C(N/N=C/c1ccccn1)c1cc[n+]([O-])cc1,1.7,7,30,-1.2
CCCCCNS(=O)(=O)c1cc(C)ccc1OC,-0.3,0,-3,0.1
CC1=C(C(=O)OC2CCCC2)C(c2cccc([N+](=O)[O-])c2)C2=C(CC(c3ccccc3)CC2=O)N1 (stereo not given),-1.3,18,-1,0.0
Cc1cc(C)n2nc(CC(=O)NCc3ccccc3Cl)nc2n1,1.7,2,6,0.2
COc1cc(-c2cn[nH]c2)cc2c(N)nc(C3COc4ccccc4O3)nc12 (stereo not given),-0.6,-3,3,-0.2
CCOC(=O)c1cccc(C(=O)Nc2ccccc2[N+](=O)[O-])n1,2.5,2,8,0.0
CC(=O)OCN1CCN(COC(C)=O)C1=O,0.2,7,8,0.1
CCc1ccc(/C=C2\C(=N)N3N=C(S(C)(=O)=O)SC3=NC2=O)cc1,0.7,1,11,0.0
Cc1sc2ncn3nnnc3c2c1C,-1.0,-4,2,-0.2
O=C(c1ccccc1)C1CN(CC2CCCO2)CCC1(O)c1ccccc1 (stereo not given),1.7,-3,0,0.0
CC(=O)Oc1ccc(/C=C2\N=C(c3ccc(C)cc3)OC2=O)cc1OC(C)=O,1.1,-5,5,-0.2
CCCCN1C(=O)NC2C1NC(=O)N2CCCC (stereo not given),-0.3,17,-1,0.1
CCCSc1n[nH]c(-c2ccc(C)cc2)n1,0.0,-77,-8,-0.1
CCN(CC)c1ccc(CNC(=O)C/C(C)=N/NC(=O)COc2ccccc2C)cc1,-1.0,8,-5,-0.1

# Copied from the list.
# `CCCCN1C(=O)NC2C1NC(=O)N2CCCC` (stereo not given) @ TEAD-YAP block = 17
# `O=C(N/N=C/c1ccccn1)c1cc[n+]([O-])cc1` @ FBW7 act = -1.2

# Remaining list, next part:
SMILES,GPR151 activ,TEAD-YAP block,MITF inh,FBW7 act
Cc1ccc(CCNC(=O)COc2ccc3c(c2)C(=O)CC(C)(C)O3)cc1,3.4,-3,-6,-0.1
O=Cc1ccc(OS(=O)(=O)/C=C/c2ccccc2)cc1,-0.5,4,4,-0.1
CCCN(CCC)S(=O)(=O)c1cc(Br)cnc1N,0.9,0,10,-0.1
CCOC(=O)N1CCC(NC(=O)CCN2C(=O)COc3ccccc32)CC1,0.2,-7,9,0.2
N#Cc1c(N)nc(SCC(=O)Nc2ccc([N+](=O)[O-])c3ccccc23)c(C#N)c1-c1ccco1,0.1,2,24,1.4
CCOc1cc(/C=N/NC(=O)c2ccccn2)ccc1OC(=O)c1ccc(F)cc1,-1.1,-33,-8,0.1
CC(C)Oc1ccc(C(CC(=O)O)NC(=O)CC(C)c2ccccc2)cc1 (stereo not given),-0.6,-2,4,-0.1
CCS(=O)(=O)Nc1cccc(N2CCC(NCC3CCCO3)CC2)c1 (stereo not given),-1.0,3,-17,0.0
CC1CCCN(C(=O)CSc2nnc3c4ccccc4nc(C(C)C)n23)C1 (stereo not given),0.3,-10,-3,0.1
COc1cc(N)ccc1NC(=O)CSc1ncnc2sc3c(c12)CCCC3,1.1,6,79*,-0.3
COc1ccccc1C1(NC(=O)Cc2nc3nc(C)cc(C)n3n2)CCCC1,0.6,4,-1,0.0
CCc1nnc(NC(=S)NC(=O)C2(C)CC2(Cl)Cl)s1 (stereo not given),-0.8,6,17,0.1
C/C(=N\Nc1cc(N2CCOCC2)ncn1)c1cccc(N)c1,-2.0,-12,10,0.0
CCOc1ccc(NC(=O)CSc2nc3cc(C(=O)NCC4CCCO4)ccc3c(=O)n2Cc2ccco2)cc1 (stereo not given),-0.8,-7,-1,-0.1
COc1ccccc1NC(=O)c1cc2cc(C3(O)CCN(Cc4ccoc4)CC3)ccc2o1,-1.7,11,0,0.6
COc1ccccc1NC(=O)Nc1nnc(CSCc2cccc(C)c2)s1,-0.1,5,0,-0.2
COC(=O)C(CO)NC(=O)C(C)NC(=O)CNC(=O)OCc1ccccc1 (stereo not given),0.2,-9,-2,0.2
CC1=C(C(=O)OCC(C)C)C(c2ccccc2OC(C)C)NC(=O)N1 (stereo not given),-0.3,2,-15,-0.4
Cn1nnc2c(SCc3cccnc3)ncnc21,2.9,3,11,0.7
COc1ccc(CNC(=O)Nc2ccc3nc(N4CCN(C)CC4)cc(C)c3c2)cc1OC,2.6,-2,4,0.0
CCOC(=O)/C(C#N)=C(\C)CCc1ccccc1,-0.9,-1,15,0.0
CN(CCOC(=O)/C=C/c1ccco1)Cc1ccccc1,-2.0,2,68*,-0.1
c1ccc(Cc2nc3c4c(-c5ccccc5)c(-c5ccccc5)oc4ncn3n2)cc1,-0.5,-1,-2,-0.1
O=C1NC(=S)N/C1=C/c1ccc(-c2ccc(Cl)cc2)o1,1.1,-18,4,0.1
Cc1ccc(NC(=O)CSc2nc3c(c(=O)n2C)SCC3)cc1Cl,2.5,-8,11,0.8
NC(=O)c1c(NC(=O)c2cc([N+](=O)[O-])cc([N+](=O)[O-])c2)sc2c1CCCC2,1.0,4,2,0.2
C/C(=N\Nc1ccc(S(N)(=O)=O)cc1[N+](=O)[O-])c1ccc(Cl)cc1Cl,0.3,-3,0,-0.1
CCOC(=O)CSc1nc2sc3c(c2c(=O)n1-c1ccccc1)CCCC3,-0.2,1,15,-0.1
COc1ccc(C(C)=O)cc1CN1C(=O)C(C)Sc2ccccc21 (stereo not given),0.6,-5,-6,-0.1
Cc1cccc(C)c1OCC(=O)N/N=C/c1cc([N+](=O)[O-])cc(Br)c1O,0.8,-6,-6,0.0
O=C(O)COc1ccccc1/C=N/NC(=O)c1ccccn1,-0.3,-43,7,0.0
COc1cc(Nc2nc(N3CCOCC3)nc3c2ncn3CCN2CCCC2=O)cc(OC)c1OC,-1.2,-16,-2,-0.1
Cc1ccc(NC(=O)CSC2=NN3CCCC(=O)N=C3S2)c(C)c1,1.1,-1,-5,0.0
O=C1NC(=O)N(Cc2ccccc2)C(=O)/C1=C/c1cccs1,1.6,0,-7,-0.1
CCC(=O)Nc1c2c(nn1-c1ccc(OC)cc1)CS(=O)(=O)C2,0.5,4,4,0.8
CC1CCCN(C(=O)c2ccc3c(c2NCCO)C(=O)c2ccccc2C3=O)C1 (stereo not given),-0.3,7,18,-0.3
COc1ccc(N2CCN(C(=O)c3ccc(N4CC5CC(C4)c4cccc(=O)n4C5)c([N+](=O)[O-])c3)CC2)cc1 (stereo not given),1.4,-19,-13,-0.1
CCOc1ccc(CCNS(=O)(=O)c2cc(-c3nnc(Nc4cc(C)ccc4C)c4ccccc34)ccc2C)cc1OCC,0.1,6,14,0.0
N/C(=N\OS(=O)(=O)c1ccc([N+](=O)[O-])cc1)c1ccncc1,0.7,-5,6,0.0
CC1(C)CC(=O)C2=C(C1)NC(=O)CC2c1cccc(O)c1 (stereo not given),1.4,1,1,0.0
CCOC(=O)c1c(NC(=O)CN(C)C2CCCCC2)sc(C(C)=O)c1C,0.2,3,3,0.1
O=C(O)C1CCN(C(=O)NC2CCCCC2)CC1,2.3,3,1,0.1
CNC(=O)c1ccc(-c2ccsc2)nc1NCCOC,-0.5,2,0,0.4
CCOc1ccccc1C(=O)N1CCc2cc(OC)c(OC)cc2C1COc1ccccc1OC (stereo not given),0.0,6,-1,-0.1
O=C(NCc1ccc(Cl)cc1)C1CCCCC1,2.2,-4,3,-0.1
CN(Cc1ccccc1)Cc1c(O)ccc2c(=O)c(Oc3ccccc3Br)c(C(F)(F)F)oc12,0.1,-6,0,0.0
CC(C)(C)n1nnnc1C(c1cccnc1)N1CCOCC1 (stereo not given),0.6,-22,-11,0.1
CCOc1ccccc1C(=O)N(c1cccc(Cl)c1)C1C=CS(=O)(=O)C1 (stereo not given),-0.1,-9,-3,-0.2
CCCC(=O)N(c1ccc(N(C(=O)CCC)S(=O)(=O)c2ccc(Cl)cc2)c2ccccc12)S(=O)(=O)c1ccc(Cl)cc1,1.8,-7,-9,0.0
OC(COc1ccccc1Br)CN1CCNCC1 (stereo not given),-1.2,1,1,0.5
Cc1cccc(OC(C)C(=O)NC(C)c2ccccc2)c1 (stereo not given),-0.2,1,-5,-0.1
CCC(C)NC(=O)c1ccc(CS(=O)(=O)c2ccc(C)cc2)o1 (stereo not given),0.0,-14,-5,0.1
C/C(N)=C(/C#N)C(=O)COC(=O)CCC(=O)c1cccs1,-0.3,-8,-9,0.0
O=C(O)CCN1C(=O)c2ccc(NC(=O)CSc3ccccc3)cc2C1=O,0.4,4,11,0.2
Cc1ccc(N2C(=O)CC(NCc3cccc(C(F)(F)F)c3)C2=O)cc1 (stereo not given),0.4,-4,-6,-0.1
O=C(c1ccccc1F)N1CCN(c2nc(-c3ccc(F)cc3)cs2)CC1,-0.5,0,-10,-0.1
CC(=O)Nc1ccc(Nc2cc(C)nc(Nc3ccccc3)n2)cc1,0.5,-17,6,0.1
COc1ccc(NC(=O)N2CCC(n3cnc4cccnc43)CC2)cc1,-0.3,13,9,0.5
Cc1ccc(NC(=O)c2c(NC(=O)C(F)(F)F)sc3c2CCCCC3)c(C)c1,1.4,3,-9,-0.1
Cc1nc(NCCCN2CCCC2=O)c2nnn(Cc3ccccc3)c2n1,0.0,-17,-1,0.3

# Sorted by formula weight (highest first): part of the list above
SMILES,GPR151 activ,TEAD-YAP block,MITF inh,FBW7 act
Cc1ccc(NC(=O)c2c(NC(=O)C(F)(F)F)sc3c2CCCCC3)c(C)c1,1.4,3,-9,-0.1
COc1ccc(NC(=O)N2CCC(n3cnc4cccnc43)CC2)cc1,-0.3,13,9,0.5
CC(C)(C)n1nnnc1C(c1cccnc1)N1CCOCC1 (stereo not given),0.6,-22,-11,0.1

# Following part
SMILES,GPR151 activ,TEAD-YAP block,MITF inh,FBW7 act
CN(CC(=O)Nc1ccc([N+](=O)[O-])cc1)S(=O)(=O)c1ccccc1,0.9,4,-8,0.0
O=C(COC(=O)C1CC(=O)N(c2ccc3ccccc3c2)C1)c1ccc(Cl)cc1 (stereo not given),0.9,-5,6,-0.1
CCOC(=O)C1CCCN(C(=O)c2c(-c3c(F)cccc3Cl)noc2C)C1 (stereo not given),1.3,-1,11,0.0
CCS(=O)(=O)c1ccc2oc(=O)c(/C=C(\O)c3ccc(OC)cc3)nc2c1,-1.0,-2,4,-0.1
Cc1ccc(S(=O)(=O)N(CC(=O)NCc2ccncc2)c2ccccc2Cl)cc1,0.8,3,-5,-0.1
COCCNC(=O)CSc1nc(NC(C)=O)c(NC(=O)c2cccs2)c(=O)[nH]1,0.3,-2,-3,0.1
CSc1nnc(C2CCN(CC(=O)Nc3ccccc3N3CCOCC3)CC2)n1C,-1.1,-18,3,0.1
Cc1ccnc(SCc2cc(=O)c(OC(=O)c3ccccc3I)co2)n1,1.6,-3,-7,-0.1
N#Cc1ccccc1S(=O)(=O)Nc1ccc2c(c1)OCCO2,1.3,3,18,0.0
CSc1ccc(C(=O)NC(C)c2cnn(-c3ccccn3)c2C)cc1 (stereo not given),-0.6,-15,-3,-0.1
CCOC(=O)CCc1nc2ccccc2[nH]c1=O,1.7,5,2,-0.1
CCOC(=O)c1ccc(N2C(=O)c3ccc(C(=O)OCC(=O)c4cccc([N+](=O)[O-])c4)cc3C2=O)cc1,0.3,10,4,0.0
O=C(c1ccc([N+](=O)[O-])cc1)N(Cc1ccco1)C1CCS(=O)(=O)C1 (stereo not given),-1.0,0,5,0.0
Cn1c2ccccc2c2cnn(CC(=O)NC3CC3)c(=O)c21,1.2,-6,-24,0.1
N#Cc1ccc(/C=N/NC(=S)NCc2ccccc2)cc1,0.3,3,8,0.1

# The closing six entries of the section before are carried over, then new ones follow.
SMILES,GPR151 activ,TEAD-YAP block,MITF inh,FBW7 act
CSc1ccc(C(=O)NC(C)c2cnn(-c3ccccn3)c2C)cc1 (stereo not given),-0.6,-15,-3,-0.1
CCOC(=O)CCc1nc2ccccc2[nH]c1=O,1.7,5,2,-0.1
CCOC(=O)c1ccc(N2C(=O)c3ccc(C(=O)OCC(=O)c4cccc([N+](=O)[O-])c4)cc3C2=O)cc1,0.3,10,4,0.0
O=C(c1ccc([N+](=O)[O-])cc1)N(Cc1ccco1)C1CCS(=O)(=O)C1 (stereo not given),-1.0,0,5,0.0
Cn1c2ccccc2c2cnn(CC(=O)NC3CC3)c(=O)c21,1.2,-6,-24,0.1
N#Cc1ccc(/C=N/NC(=S)NCc2ccccc2)cc1,0.3,3,8,0.1
CNc1nc(Nc2ccccc2)nc(OCC(F)(F)F)n1,0.4,-13,-4,0.0
CN(C(=O)CSc1nnc2c3ccccc3n(Cc3ccccc3)c2n1)c1ccccc1,-1.2,2,14,0.7
CC(C)(C)c1ccc(C(=O)NC2CCN(CC(=O)Nc3ccccc3[N+](=O)[O-])CC2)cc1,0.4,-5,1,-0.2
COc1cc(NC(=O)C(C)(C)C)ccc1NC(=O)C(C)C,-0.1,-20,-2,0.1
COc1ccc2nc(NC(=O)c3ccnn3C(C)C)sc2c1,-1.8,-40,-9,0.0
Cc1ccc2c(c1)N(C(=O)CN1C(=O)c3ccccc3C1=O)C(C)(C)c1ssc(=S)c1-2,1.4,6,5,0.1
O=C(Oc1ccc(Cl)c2cccnc12)N1CCOCC1,-1.3,-5,-1,-0.1
C=CCn1c(SC(C)C)nc2sc3c(c2c1=O)CCC3,0.3,5,12,0.4
CC(C)CN1C(=O)c2ccc(NC(=O)COc3ccccc3)cc2C1=O,0.3,6,10,0.1
C/C(=N\NC(=O)c1sc(=O)n(C)c1C)c1ccc(F)cc1,2.3,-10,7,-0.1
Cc1ccc(O)c(NC(=O)CSCc2ccc(Cl)cc2)c1,0.3,24,4,0.0
